Source: PubChem BioAssay
Dengue virus CPE: Dengue virus cytopathic effect inhibitors, cell-based, CPE readout, HTS (AID 540333); Dengue virus CPE inhibition in host cells; active compounds read high; CPE inhibition, % at 20 µM; 10,000 compounds, 3.1% hits; in the data active = CPE inhibition mostly above about 9.1%, no sharp cut-off; inactive = mostly below about 7.2%
* hit, by the source's call; i = inactive. These rows are one share of the data, so the mix of outcomes need not match the whole.

SMILES	Dengue virus CPE
CCOC(=O)N=Nc1c(O)n(C)c2ccccc12	0.2
Cc1c(C(=O)NCCSc2ccc(Cl)cc2)cccc1[N+](=O)[O-]	0.0
CC1CCC(CN2CCN=C2N(C)C)CC1 (stereo not given)	i
COC(=O)CSc1nc2ccc(NC(=O)c3ccccc3C(=O)N3CCOCC3)cc2s1	1.1
O=C(Nc1nnc(C2CC2)s1)c1cc([N+](=O)[O-])ccc1N1CCCCC1	i
CCOC(=O)/C(=N\Nc1ccc(C(C)=O)cc1)c1csc(Nc2ccccc2)n1	1.3
CCOC(=O)c1ccc(-c2ccc(C3Nc4ccccc4C(=O)N3O)o2)cc1 (stereo not given)	0.8
CNC(=O)/C(C#N)=C/c1c(N(Cc2ccccc2)Cc2ccccc2)nc2c(C)cccn2c1=O	17*
CC(C)=C1C2CCC1C(C(=O)Nc1sc(C)c(-c3ccc(C(C)C)cc3)c1C(N)=O)C2C(=O)O (stereo not given)	3.0
Cc1ccc(SCC(=O)NCc2ccncc2)cc1	i
CNC(=S)N=Nc1c(O)[nH]c2ccc(C(C)C)cc12	0.2
COc1cccc(NC(=S)NCCN2CCOCC2)c1	i
CCNC(=S)N1CCN(S(=O)(=O)c2cccc(C(F)(F)F)c2)CC1	1.3
Cn1c(NC(=O)C[n+]2cc(-c3ccc(Cl)c(Cl)c3)n3c2CCC3)cc(=O)n(C)c1=O	1.3
CC(C)CC1=C/C(=C/c2ccc(-c3ccccc3)o2)C(=O)O1	i
O=C(NC(=S)Nn1cnnc1)c1cccc(Br)c1	i
Cc1ccc(CCCOC(=O)C[N+]2(C)CCCC2)cc1	i
Cc1ccc2cc3c(N)[nH]nc3nc2c1	i
O=C(c1cccc([N+](=O)[O-])c1)N1CCN(c2cccc(Cl)c2)CC1	i
COc1ccc(N(C(=O)COc2ccc(F)cc2)S(=O)(=O)c2ccc(C)cc2)cc1	i
O=C(C1=NN[C@@H]2C(=O)N(c3ccccc3C(F)(F)F)C(=O)[C@H]12)c1ccc2ccccc2n1	i
CCN(CC)c1ccc(/C=N/N2C(=O)c3ccccc3C2=O)cc1	0.3
CCc1cccc(C)c1NC(=O)CSc1nc(-c2ccccc2F)nc2nc[nH]c12	i
COC(=O)c1c(NC(=O)CN2C(=O)NC(CCc3ccccc3)C2=O)sc2c1CCCCC2 (stereo not given)	26*
CC(=O)c1cc(-c2ccccc2)n(CCC(=O)NC2CCCCC2)c1C	i
Cc1cccc(C)c1NC(=S)NC(=O)c1ccccc1F	0.8
Cc1cc2c(cc1C)C(c1ccccc1Br)CC(=O)N2 (stereo not given)	1.2
CCN(C(=O)CSc1nnc2c3ccccc3n(CC)c2n1)C1CCS(=O)(=O)C1 (stereo not given)	i
CCNC(=S)N=Nc1c(O)[nH]c2ccc(C(C)C)cc12	i
COC(=O)c1cccc(NC(=O)CCc2ccccc2)c1	i
O=C(CNC(=O)c1ccncc1)N/N=C/c1cc(Br)ccc1O	i
COc1cc2cc(CN(Cc3cccs3)C(=S)Nc3ccccc3)c(=O)[nH]c2cc1OC	6.2
S=C(Nc1ccc(Cl)cc1)N1CCCC1	i
CCn1cc(CNC(=O)c2cccc([N+](=O)[O-])c2)c(C)n1	0.4
COc1ccccc1NS(=O)(=O)c1cccc(C(=O)NN=C2CCCCCC2)c1	0.5
CCNC(=S)N/N=C(\C)c1ccc(Cl)s1	0.2
Cc1ccc(S(=O)(=O)N(C)c2ccc(OCC(=O)Nc3nc(-c4ccccc4)cs3)cc2)cc1	0.5
Cc1ccc(C2OC34CCCCCC3C(C#N)(C(=N)O4)C2(C#N)C#N)cc1 (stereo not given)	i
CC1(C)CC(=O)C(C(C2=C(O)CC(C)(C)CC2=O)c2ccc(Br)s2)C(=O)C1 (stereo not given)	2.4
O=C(CSCc1cccc(Cl)c1)Nc1ccccc1-c1ccccc1	5.6
O=C(NC(=S)Nc1nc2c(s1)CCCC2)c1ccccc1	0.7
O=C(NC(=S)NC(c1ccccc1)c1ccncc1)c1ccccc1 (stereo not given)	19*
CCCCCC(=O)Nc1nc(C)c(-c2csc(Nc3cc(Cl)ccc3C)n2)s1	i
Cc1ccc(-c2n[nH]c(=O)c3ccccc23)cc1S(=O)(=O)Nc1ccccc1	1.4
Nc1ccc(S(=O)(=O)NC2(C(F)(F)F)NC(=O)N(c3ccccc3Cl)C2=O)cc1 (stereo not given)	0.0
O=C(N/N=C/c1ccccc1)c1cc(=O)[nH]c2ccccc12	0.6
CCCn1c(C)cc(C(=O)COC(=O)c2ccc[nH]c2=O)c1C	i
CC1(C)COC(/C=C/c2ccc([N+](=O)[O-])cc2)=N1	4.9
COCCCNC(=S)NNC(=O)Cn1nc(C)c(Br)c1C	i
CN(C)c1ccc(NC(=O)COC(=O)c2cc(Cl)ccc2[N+](=O)[O-])cc1	i
CC(C)C(NS(=O)(=O)c1c(Cl)cccc1Cl)C(=O)OCC(=O)c1c[nH]c2ccccc12 (stereo not given)	3.6
CCOc1ccc(NC(=O)c2ccccc2NS(=O)(=O)c2ccc(F)cc2)c([N+](=O)[O-])c1	1.2
COc1ccc(N=C2SC(CC(=O)Nc3ccccc3F)C(=O)N2Cc2ccco2)cc1 (stereo not given)	0.3
O=C(O)C1Nc2ccc(C(F)(F)F)cc2C2OCCC12 (stereo not given)	i
COc1ccccc1-n1c(COc2ccccc2-c2ccccc2)nnc1SCC(=O)c1c(N)n(C)c(=O)n(C)c1=O	0.2
Cc1cccc(N2CCN(C(=S)NCc3ccco3)CC2)c1C	0.5
COc1ccc2c(c1)N(S(=O)(=O)c1ccccc1)CCC2=O	0.3
CC(C)C[C@@H](COc1ccccc1)N1CCN(Cc2ccccc2)CCC1=O	0.5
O=C1C=C(c2cccc(O)c2)CCC1	0.2
CCOc1ccc(C(=O)NC(=S)Nc2ncccc2C)cc1[N+](=O)[O-]	4.3
Going on with the list:
SMILES	Dengue virus CPE
CCCCNC(=S)NC1CCCC1	i
O=C(Nc1ccc(F)cc1)C(c1ccccc1)N1CCN(S(=O)(=O)c2ccc3ccccc3c2)CC1 (stereo not given)	2.0
COc1ccc(CNC(=O)CCSCc2cccc(Cl)c2)c(OC)c1	i
CCCCN(C)C(=O)Cc1c(OC)ccc2cc(Br)ccc12	i
COC(=O)C(CCSC)NC(=O)c1cc2c(n(-c3ccccc3)c1=O)CC(C)(C)CC2=O (stereo not given)	0.1
Cc1ccccc1NC(=S)NC1(C)CCS(=O)(=O)C1 (stereo not given)	0.1
Cc1[nH][nH]c(=O)c1C	0.4
COc1ccc(-c2csc(NC(=O)CSc3ccc(Br)cc3)n2)c(OC)c1	0.6
O=C(CSc1nnc(-c2n[nH]c3ccccc23)n1-c1ccccc1)Nc1ccccc1Cl	19*
COCCNC(=O)c1onc(CSc2cccc(C)c2)c1C(=O)O	0.2
CCOc1ccccc1NC(=S)NNS(=O)(=O)c1c(C)cc(C)cc1C	i
CN(C)c1ccc(C#Cc2ccc3cc(CCO)oc(=O)c3c2)cc1	2.1
CCOC(=O)N(NC(=O)C(O)(c1ccccc1)c1ccccc1)c1ccccc1	2.6
CN(C)c1ccc(/C=C/c2ccc3ccccc3[n+]2C)cc1	i
CCCCCNCc1ccc(OCc2ccc(Cl)nc2)c(OC)c1	1.7
CC(C)CN(CC(C)C)C(=S)NC1CCCCC1	2.8
COc1ccccc1N1CCN(CC(=O)Nc2sccc2C#N)CC1	i
CCN(CC)S(=O)(=O)c1cccc(C(=O)N/N=C/c2cccc(O)c2O)c1	i
Cc1cc(C)cc(NC(=O)CSc2nc3c(oc4ccccc43)c(=O)n2-c2ccccc2)c1	0.7
O=C(COc1ccc(Br)cc1Br)NC(=S)Nc1cccc(CO)c1	i
CCCC1=[N+](CC(=O)c2ccccc2)CCn2cccc21	0.3
COc1ccc(N(CCC#N)S(=O)(=O)c2cccc3nsnc23)cc1	i
O=C(CSCc1ccc(F)cc1)Nc1ccc(F)cc1	0.3

Entries from the list above that have four or more nitrogen atoms, in the order listed:
SMILES	Dengue virus CPE
O=C(Nc1nnc(C2CC2)s1)c1cc([N+](=O)[O-])ccc1N1CCCCC1	i
CCOC(=O)/C(=N\Nc1ccc(C(C)=O)cc1)c1csc(Nc2ccccc2)n1	1.3
CNC(=O)/C(C#N)=C/c1c(N(Cc2ccccc2)Cc2ccccc2)nc2c(C)cccn2c1=O	17*
CNC(=S)N=Nc1c(O)[nH]c2ccc(C(C)C)cc12	0.2
Cn1c(NC(=O)C[n+]2cc(-c3ccc(Cl)c(Cl)c3)n3c2CCC3)cc(=O)n(C)c1=O	1.3
O=C(NC(=S)Nn1cnnc1)c1cccc(Br)c1	i
Cc1ccc2cc3c(N)[nH]nc3nc2c1	i
O=C(C1=NN[C@@H]2C(=O)N(c3ccccc3C(F)(F)F)C(=O)[C@H]12)c1ccc2ccccc2n1	i
CCc1cccc(C)c1NC(=O)CSc1nc(-c2ccccc2F)nc2nc[nH]c12	i
CCN(C(=O)CSc1nnc2c3ccccc3n(CC)c2n1)C1CCS(=O)(=O)C1 (stereo not given)	i
CCNC(=S)N=Nc1c(O)[nH]c2ccc(C(C)C)cc12	i
O=C(CNC(=O)c1ccncc1)N/N=C/c1cc(Br)ccc1O	i
CCn1cc(CNC(=O)c2cccc([N+](=O)[O-])c2)c(C)n1	0.4
Cc1ccc(C2OC34CCCCCC3C(C#N)(C(=N)O4)C2(C#N)C#N)cc1 (stereo not given)	i
CCCCCC(=O)Nc1nc(C)c(-c2csc(Nc3cc(Cl)ccc3C)n2)s1	i
Nc1ccc(S(=O)(=O)NC2(C(F)(F)F)NC(=O)N(c3ccccc3Cl)C2=O)cc1 (stereo not given)	0.0
COCCCNC(=S)NNC(=O)Cn1nc(C)c(Br)c1C	i
COc1ccccc1-n1c(COc2ccccc2-c2ccccc2)nnc1SCC(=O)c1c(N)n(C)c(=O)n(C)c1=O	0.2
CCOc1ccc(C(=O)NC(=S)Nc2ncccc2C)cc1[N+](=O)[O-]	4.3
O=C(CSc1nnc(-c2n[nH]c3ccccc23)n1-c1ccccc1)Nc1ccccc1Cl	19*
COc1ccccc1N1CCN(CC(=O)Nc2sccc2C#N)CC1	i
COc1ccc(N(CCC#N)S(=O)(=O)c2cccc3nsnc23)cc1	i
